Compound activity as filed in PubChem BioAssay.
HTR5A ag = HTR5A agonism, opioid heterodimer counter-screen; P47898; HTR5A agonist assay, luminescence, cell-based; activation, % at 9.3 µM; 0.61% of 340,000 active; AID 504692; in the data active = activation mostly above about 9.5%, no sharp cut-off; inactive = mostly below about 7.6%;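 also: 0% = cells with vehicle only and 100% = reference agonist; strong numbers were not always called active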
Target sequence (P47898 whole entry, looked up): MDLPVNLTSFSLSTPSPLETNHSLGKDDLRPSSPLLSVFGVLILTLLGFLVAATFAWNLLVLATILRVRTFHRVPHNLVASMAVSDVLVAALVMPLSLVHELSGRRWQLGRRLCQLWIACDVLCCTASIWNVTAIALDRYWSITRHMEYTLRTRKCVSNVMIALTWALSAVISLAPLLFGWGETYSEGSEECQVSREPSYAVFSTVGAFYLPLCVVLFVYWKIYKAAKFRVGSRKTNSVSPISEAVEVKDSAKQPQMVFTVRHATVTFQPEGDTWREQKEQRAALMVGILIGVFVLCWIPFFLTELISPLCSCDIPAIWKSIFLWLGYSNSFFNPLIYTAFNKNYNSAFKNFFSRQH
CDK5 p35 inh = CDK5/p35 (human) kinase inhibition; Q00535+Q15078; Recombinant CDK5/p35, ADP-Glo luminescence, 60 min; inhibition, % at 10 µM; 0.01% of 330,000 active; AID 488839;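 active = highest replicate inhibition of at least 50% and at least 75% of replicates reaching 50%; inconclusive = only one of the two criteria met; inactive = both criteria failed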;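 also: plate controls were DMSO neutral control for no effect and GW8510 at 10 µM for full effect; many of its hits are not listed in these tables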
V-ATPase pH = regulators of yeast V-ATPase proton transport. S. cerevisiae, pHLuorin cytosolic pH fluorescence. response, % at 10 µM. 0.37% of 350,000 active; in the data active = response mostly above about 7.3%, no sharp cut-off; inactive = mostly below about 5.4%; also: actives read high; inactives centre near 0; some compounds called inactive have numbers as strong as hits; reference of the scale not given here
PvdQ acylase = P. aeruginosa PvdQ acylase inhibition; 0.063% of 340,000 active; AID 488965; inhibition, % at 10 µM; purified PvdQ acylase, fluorescence plate reader; in the data active = inhibition above about 30%, passing the limit was not always enough; inconclusive = no clear call, values can overlap the other calls;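 also: 0% = vehicle neutral wells and 100% = reference inhibitor wells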
HTR5A inv ag = inverse agonist of human HTR5A in OPRM1-OPRD1 counter-screen; HTR5A cell line, luminescence, inverse agonism; inhibition, % at 9.3 µM; 0.083% of 340,000 active; AID 504634; in the data active = inhibition mostly above about 23%, no sharp cut-off; inactive = mostly below about 18%;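 also: 0% = cells with DMSO and 100% = no-cell wells with DMSO; some compounds called inactive have numbers as strong as hits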
Wnt act = activators of Wnt/beta-catenin signaling; 1.2% of 300,000 active; activation, % at 9.35 µM; AID 743398; Wnt/beta-catenin reporter cell assay, activator, plate reader; in the data active = activation above about 30%, passing the limit was not always enough; inconclusive = no clear call, values can overlap the other calls;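 also: 0% = neutral control wells and 100% = positive control wells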
dFosB activator = activators of mouse delta FosB homodimer; P13346; purified delta FosB, TAMRA-CDK5 oligo fluorescence polarization; percent of positive-control signal above neutral wells; activation, % at 25 µM; 0.99% of 340,000 active; AID 493131;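 active = mean activation above about 17%, with every replicate also reaching it, limit read from the data, passing the limit was not always enough; inconclusive = only one of the two conditions met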;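 also: fluorescence polarization rise as delta FosB binds a TAMRA Cdk5 AP-1 oligo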
MITF TRPM1 HTS = activators of MITF-driven TRPM1 promoter activity in SK-MEL-5 cells; SK-MEL-5 TRPM1-promoter luciferase, 24 h; % of positive control, neutral wells = 0; activation, % at 12.5 µM; 0.75% of 300,000 active;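 active = mean activation of at least 80% with every replicate also reaching 80%; inconclusive = mean reaches 80% but some replicate falls short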;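 also: 0% = neutral control wells and 100% = parthenolide positive control wells; values of inactives mirror those of a sister screen read the other way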
SR-BI HDL uptake = inhibitors of mouse SR-BI mediated HDL lipid uptake. inhibition, % at 12.5 µM. AID 488896. 0.96% of 320,000 active. ldlA[mSR-BI] CHO cells, DiI-HDL uptake fluorescence, 3 h. Q61009;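 active = mean replicate inhibition of at least 70% and a set share of replicates each scoring 70 or more; inconclusive = meets just one of the two criteria; inactive = fails both criteria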;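 also: 0% = median of neutral control wells and 100% = median of positive control wells; values of inactives mirror those of a sister screen read the other way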
Target sequence (Q61009 whole entry, looked up): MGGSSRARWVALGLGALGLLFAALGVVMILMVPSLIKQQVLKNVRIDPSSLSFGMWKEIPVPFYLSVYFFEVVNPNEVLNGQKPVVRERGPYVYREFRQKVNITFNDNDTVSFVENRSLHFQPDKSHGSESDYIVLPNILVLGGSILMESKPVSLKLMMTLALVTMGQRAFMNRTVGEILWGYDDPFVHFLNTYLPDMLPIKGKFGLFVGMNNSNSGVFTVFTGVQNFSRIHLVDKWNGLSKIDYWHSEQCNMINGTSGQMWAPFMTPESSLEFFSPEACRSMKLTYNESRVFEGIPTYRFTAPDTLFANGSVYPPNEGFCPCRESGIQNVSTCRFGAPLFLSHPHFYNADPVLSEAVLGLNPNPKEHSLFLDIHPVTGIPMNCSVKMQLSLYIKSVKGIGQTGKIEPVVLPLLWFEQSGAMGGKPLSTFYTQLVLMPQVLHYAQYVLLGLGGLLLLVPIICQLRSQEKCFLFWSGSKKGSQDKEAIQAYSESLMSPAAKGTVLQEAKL
NSD2 inh = NSD2 (human) methyltransferase inhibition. O96028. AID 743445. 0.54% of 310,000 active. inhibition, % at 12.5 µM. NSD2 peptide methylation, AlphaScreen, 120 min; in the data active = inhibition above about 50%
Numbers without * were called inactive; u = inconclusive; x = no result given; & = joins results of further samples.

SMILES	HTR5A ag	CDK5 p35 inh	V-ATPase pH	PvdQ acylase	HTR5A inv ag	Wnt act	dFosB activator	MITF TRPM1 HTS	SR-BI HDL uptake	NSD2 inh
Cn1c(Oc2ccc3c(c2)OCO3)nc2c1c(=O)n(Cc1ccccc1)c(=O)n2C	2.0	-1.3	-2.7	-8.9&1.5	-5.2	-0.9	1.0	4.7	1.8&13.3	1.0
O=C(CN1CCN(S(=O)(=O)c2ccccc2)CC1)N1CCc2ccccc21	5.2	-0.1	-2.1	-18.9	-12.7	0.6	-5.1	1.4	-16.8	-4.5
COc1ccccc1N1CCN(C(=O)CCC(=O)N2CCN(c3ccccc3OC)CC2)CC1	-0.3	-1.1	0.0	-19.5	1.2	-1.8	-1.9	-10.6	70.3*	0.6
O=C(COCc1cc(-c2ccc3c(c2)OCO3)on1)N1CCN(c2ccccc2)CC1	-0.4	-0.4	-1.2	-12.0	1.6	-1.1	-0.7	15.8	-16.2	-0.5
CCN(CC)C(=O)C(=O)N/N=C/c1cccs1	0.9	-0.5	0.6	10.2	-1.7	x	-0.1	11.7	x	0.3
Cc1ccccc1NC(=O)Cc1nnc(SCC(=O)c2ccc(Br)cc2)n1C	4.7	2.1	-1.6	-7.8	-6.8	2.4	-5.1	-9.0	17.5	0.9
CN(c1ccccc1)c1ccc(/C=N/N2CCOCC2)cc1	0.9	x	0.8	4.4	6.9	x	0.2	143.6*	-10.4	2.1
CC(=O)c1cccc(NC(=O)C2CCN(S(=O)(=O)c3ccc(C)cc3)CC2)c1	0.5	1.6	-2.0	-3.3	6.7	x	-9.9	-4.0	12.1	0.2
NS(=O)(=O)c1ccc(CNC(=O)c2sccc2-c2ccccc2)cc1	-0.2	-0.7	3.0	-20.4	20.2	-0.4	0.0	2.6	0.0	-0.9
OCCC1CN(Cc2cnn(-c3ccccc3Cl)c2)CCN1Cc1ccsc1 (stereo not given)	-2.5	0.9	-0.1	5.2	-20.7	-1.1	-12.6	14.8	-31.2	0.2
O=C(CNC(=O)c1ccccc1F)N/N=C\C=C\c1ccccc1	0.6	-0.7	-0.7	-8.3	12.4	-1.0	-8.8	-4.7	-22.1	-1.6
C=CCn1c(SC/C=C/c2ccccc2)nnc1-c1sc(N)nc1C	-6.8	-1.3	-4.3	-8.1	17.0	-3.1	-10.4	x	47.8	x
CC(=O)NC1(c2ccc(F)cc2)CCN(C(=O)Nc2ccc(F)cc2F)CC1	1.1	0.1	0.8	-17.6	-4.1	x	2.5	3.8	-19.8	1.8
COc1ccc(-c2[nH]ncc2-c2ccc3c(c2)OCCO3)c(O)c1	-4.0	1.4	-4.8	-3.6	8.8	x	-5.5	-4.1	-11.7	9.6
CC(=O)/C(N=Nc1ccc2c(c1)OCCO2)=C(\C)O	-3.0	0.0	-1.4	0.2	7.3	-13.0	-10.4	-4.0	-6.7	11.7

Entries above that bear a hit mark in MITF TRPM1 HTS.
Compound,CDK5 p35 inh,V-ATPase pH,PvdQ acylase,Wnt act,dFosB activator,MITF TRPM1 HTS,SR-BI HDL uptake,NSD2 inh
CN(c1ccccc1)c1ccc(/C=N/N2CCOCC2)cc1,x,0.8,4.4,x,0.2,143.6*,-10.4,2.1

(cont.)
SMILES	HTR5A ag	CDK5 p35 inh	V-ATPase pH	PvdQ acylase	HTR5A inv ag	Wnt act	dFosB activator	MITF TRPM1 HTS	SR-BI HDL uptake	NSD2 inh
O=C(COC(=O)Cc1ccc(Cl)cc1)Nc1cc(S(=O)(=O)N2CCOCC2)ccc1N1CCCC1	-0.6	1.2	-7.7	-5.4	12.9	-4.7	-6.8	-12.0	-7.7	-1.3
Cc1ccccc1S(=O)(=O)Cc1ccc(C(=O)O)o1	1.4	0.4	1.8	12.6	4.1	-1.8	7.0	-2.4	14.0	-2.8
C#CCOCCOCCOCCNc1nc(N2CCN(C(=O)[C@H](CCC(=O)O)n3cc(CN)nn3)CC2)nc(N2CCN(C(=O)[C@H](CCCN=C(N)N)n3cc(C(N)[C@@H](C)CC)nn3)CC2)n1 (stereo not given in full)	-1.2	1.9	-1.4	-12.2	4.0	-5.3	-4.7	1.5	21.2	x
O=C(NCCc1csc(-c2cccnc2)n1)c1ccccc1Br	6.0	1.1	3.2	2.5	-14.3	3.8	-13.2	28.9	24.0	0.3
CC(=O)Nc1ccc(OCC(=O)NCc2ccccc2)cc1	3.0	0.4	-5.5	2.8	-18.6	-1.6	-0.9	12.7	-7.8	-23.5
O=C1S/C(=C\C=C\c2ccco2)C(=O)N1c1ccc(O)cc1	5.3	0.4	0.9	-9.5	26.2	17.0	-11.1	48.1	-14.6	4.5
COc1ccc(N2CCN(C(=O)C(OC(C)=O)c3ccccc3)CC2)cc1 (stereo not given)	-9.2	-1.3	3.6	-7.0	24.2	-0.5	-8.7	x	-1.1	7.4
O=C(Nc1cc(Cl)ccc1-n1cncn1)c1cn2ccccc2n1	-1.9	-1.9	6.2	11.2	5.2	-0.6	u	-1.0	0.1	-5.5
O=C(NC(=O)c1ccccc1)OCC(F)(F)F	2.9	-0.9	0.5	-17.2	20.4	x	5.2	2.0	-19.1	1.3
C=CCNC(=O)NS(=O)(=O)c1ccc(C)cc1	3.2	-0.3	-5.3	5.0	-8.1	x	-1.5	6.9	-9.5	-2.2
Cc1ccc(O)c(NC(=O)c2cc(-c3ccco3)on2)c1	6.6	1.2	3.3	-12.6	-17.6	-13.9	12.8	58.8	2.8	-2.2
Cc1ccccc1CN1C(=O)C2(OCCCO2)c2ccccc21	-1.1	-4.7	-4.0	-13.6	3.4	0.0	-7.0	9.7	-25.5	-7.5
O=C(OCC(=O)N1CCN(S(=O)(=O)c2ccc(Cl)cc2)CC1)c1cccc(OC(F)F)c1	0.5	0.6	-1.6	1.8	2.6	2.0	-12.5	7.2	10.2	-2.6
Cc1ccnc(NC(=O)CCC(=O)N(CC(=O)NCCc2ccccc2)Cc2ccco2)c1	-1.9	-1.2	-0.6	1.3	-9.4	x	-0.8	19.8	-11.3	-0.7
Cc1ccc(NC(=O)CSc2nnc(CNC(=O)c3ccccc3F)o2)cc1	-3.5	-0.2	-0.3	6.2	8.7	-2.7	-9.4	6.0	-13.3	1.6
CCCC(=O)NC(=S)Nc1cc(-c2nc3ncccc3o2)ccc1C	-4.5	-0.8	4.9	-18.1	9.1	-2.5	-8.2	-7.0	x	0.0
Cc1cccc(N2C(=O)CC(N3CCN(c4cccc(C(F)(F)F)c4)CC3)C2=O)c1 (stereo not given)	-4.3	-0.4	2.5	-20.1	11.3	x	-6.5	-1.2	-20.0	0.3
COC(=O)N/N=C(C)\C=C\c1ccco1	6.3	1.2	-0.2	5.1	-26.2	12.7	1.7	-1.5	5.7	0.6
Clc1ccc2noc(-c3ccccc3)c2c1	2.0	0.7	2.1	-4.4	11.1	-0.6	-5.0	-2.3	-17.1	4.6
COc1ccc(CCn2c(C)cc(C(=O)CSc3nnc(N)s3)c2C)cc1	-0.8	-0.9	-7.6	-0.8	-20.2	x	-8.6	x	27.2	-0.2
COc1nnc(-c2ccc(C)c(S(=O)(=O)NC(C)(C)CO)c2)c2ccccc12	-2.2	-3.0	-1.8	-15.9	8.2	-0.4	-11.7	x	30.7	2.4
CCNC(=S)NS(=O)(=O)c1ccccc1	-3.6	1.0	-2.4	-17.3	9.3	x	4.4	-5.2	-13.2	0.1
Cc1ccc(NC2=NC(c3ccc(F)cc3)n3c(nc(C)cc3=O)N2)c(C)c1 (stereo not given)	-0.8	0.5	-1.9	2.4	2.1	-0.9	4.5	-4.8	-10.0	0.8
O=C(CSCc1ccc(F)cc1)NCc1ccco1	2.7	-0.6	-3.2	9.0	-8.4	x	-0.4	18.5	-9.8	0.1
Cn1c(=O)c2c(nc(CN3CCN(c4ccccc4F)CC3)n2CCCc2ccccc2)n(C)c1=O	0.3	0.2	1.3	-17.5	-1.0	-1.2	3.8	-7.6	-17.7	-3.5
Cc1ccc2cc(CN(Cc3ccco3)C(=S)NCC3CCCO3)c(=O)[nH]c2c1C (stereo not given)	2.5	-3.5	1.7	-3.7	3.1	-3.6	-11.0	-10.1	-12.8	2.1
CCn1c2c(c(=N)c3ccccc31)CCC2	-0.9	1.6	-2.6	-9.1	2.0	-1.1	-5.4	x	x	4.5
CC(C)C(=O)Nc1ccc(NC(=O)c2ccc(COc3ccccc3)cc2)cc1	-4.4	-0.5	-2.4	-13.7	-0.2	-4.2	-6.3	1.7	21.1	-3.8
O=C1CC(Cc2ccccc2)C(=O)N1c1ccccn1 (stereo not given)	-5.5	-0.5	3.3	-7.1	14.3	8.9	-14.6	14.9	-18.3	-1.7
N#C/C(=C\c1ccc[nH]1)S(=O)(=O)c1ccccc1	4.2	-1.9	-1.3	6.0	-18.8	-2.3	-7.1	3.1	-21.2	2.9
COc1ccc(OC(C)C(=O)N2CCC(C)CC2)cc1 (stereo not given)	-2.4	1.0	6.0	1.4	6.5	x	-2.3	x	-4.7	-0.6
COc1ccccc1NC(=O)C(C)OC(=O)c1nc2nc(C)cc(C)n2n1 (stereo not given)	4.8	1.4	-0.9	-20.9	-12.6	-2.9	1.5	1.8	-9.5	0.9
Cc1nc(NC(=O)CC(C)C)sc1-c1csc(Nc2ccc(Cl)cc2)n1	-0.1	1.0	-5.9	-2.1	-23.7	-13.0	1.9	-15.5	73.1*	x
O=c1cc(SCc2ccc(Cl)cc2Cl)nc[nH]1	1.4	0.4	2.3	4.7	-5.6	-0.4	0.0	-6.0	2.9	-0.6
O=C(Cn1c(=O)[nH]c2ccccc2c1=O)Nc1cccnc1	-4.9	0.9	2.1	-10.3	-3.7	-0.5	2.7	-7.9	-2.0	-4.7
COc1ccc(C=O)cc1Cn1c(C)cc(C)c(C#N)c1=O	-0.2	-2.2	-3.1	-7.3	0.6	-1.6	-7.8	-9.3	21.9	-2.6
O=S(=O)(NCc1ccccc1)c1cccc2nonc12	-3.1	-3.8	-1.1	6.4	17.7	x	-0.1	-0.1	-14.5	-0.8
O=C(Nc1ccc(Br)cc1)NC1CCCCCCC1	5.1	-0.8	5.0	-4.7	5.0	46.6*	1.2	u	24.3	-2.2
CSc1ccc(C(=O)Nc2cc(S(=O)(=O)N3CCOCC3)ccc2N2CCOCC2)cc1[N+](=O)[O-]	-5.1	1.4	3.2	-13.7	6.4	-5.2	-2.8	19.1	-19.4	29.3
Cc1cc(N2CCN(C/C=C/c3ccccc3)CC2)n2ncnc2n1	-1.8	1.7	2.6	-15.8	4.6	-9.3	-1.5	-17.6	-23.8	0.9
Cc1ccc2cc(C)c(SCC(=O)NCC3CCCO3)nc2c1 (stereo not given)	-0.5	1.9	-1.6	-4.3	1.3	2.7	-8.4	-3.3	x	4.7
CNC(=O)c1[nH]cnc1C(=O)N[C@@H](CC(C)C)C(=O)OCc1ccccc1	3.0	-1.3	1.5	-3.5	-8.1	-1.3	-4.5	-5.1	-27.2	x
O=C1CC(=O)N(Cc2cccs2)C(=O)N1	2.0	-4.4	-2.1	-8.1	-9.5	x	2.3	-3.3	1.0	0.7
O=C(NCCCN1C(=O)c2ccccc2C1=O)OCc1ccccc1	-4.4	-0.7	2.3	-2.9	17.0	-0.3	0.5	-12.2	-4.8	-3.5
CN(C(=O)CSc1ncccn1)C1CCS(=O)(=O)C1 (stereo not given)	2.7	0.1	0.8	5.3	-35.4	0.1	-2.7	-2.5	-8.2	-5.0
